Assay outcomes from PubChem BioAssay.
NPC1 prom act: NPC1 promoter activation | AID 485313 | Huh7 NPC1 promoter luciferase reporter, 24 h | 320,000 tested, 2.4% active | Potency, µM (top dose mostly 9.22 µM), for inactives: at the top dose activation, most hits filed as activators;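 further: potency means the concentration at half of the fitted maximal effect; % of control where 0% means no effect; nearly all actives have a fitted effect of over 60% in size; reporter is driven by a mutant NPC1 promoter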
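Stably transfected Huh7 (NPC1 promoter→luciferase), 1500 cells/well in Opti-MEM + 10% FBS, 2 h settle, then compound 24 h at 37 °C. Luminescence after 10 min with Amplite reagent.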
Mito fusion yeast: mitochondrial division inhibition or fusion activation; S. cerevisiae fusion-defective mutant growth rescue, CellTiterGlo 48 h; 320,000 tested, 0.23% active; Potency, µM (doses to about 46.1 µM), for the others: top-dose growth rescue (activation), most hits filed as activators;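 further: potency means the concentration at half of the fitted maximal effect; % of control where 0% means no effect; nearly all actives have a fitted effect of over 45% in size; temperature-sensitive fusion mutants such as fzo1-1 at 37 °C on non-fermentable ethanol glycerol medium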
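S. cerevisiae fusion-defective temperature-sensitive mutants (e.g. fzo1-1, mgm1-5) grown 48 h at 37C in YPEG (ethanol/glycerol non-fermentable) medium with 23 nl compound per well; growth rescue read as CellTiterGlo luminescence.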
FLuc modulator: inhibits or activates purified firefly luciferase, miR-21 counter-screen | purified FLuc, Km substrates, luminescence inhibition | Potency, µM (highest dose often 57.5 µM), inactives show at the highest dose activity change, negative = inhibition, usual class: inhibitors | 360,000 tested, 6.9% active | AID 588342;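 further: potency means the concentration at half of the fitted maximal effect; plate controls were vehicle for no effect and reference inhibitor for full effect; nearly all actives have a fitted effect of over 55% in size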
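Biochemical qHTS of compounds, final roughly 60 µM downward over six points, against 10 nM purified firefly luciferase using Km concentrations of substrates (10 uM D-luciferin, 10 uM ATP) in Tris acetate pH 7.5 buffer; luminescence output.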
KCNH2 3.1 block: inhibitors of human KCNH2 3.1 potassium channel isoform | activity change, % (tested at about 1.8 µM) | U2OS KCNH2 3.1, thallium flux FluxOr; stronger effect = lower value | 340,000 tested, 0.95% active;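 active means maximum activity change below -70%; inconclusive means maximum activity change from -70% to -50%; inactive means maximum activity change above -50%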;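 further: thallium influx rate constant from kinetic fluorescence after stimulation buffer; on the % scale 0 is the no-effect control and ±100 the full control effect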
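U2OS cells transduced with KCNH2 3.1 mutant virus (1.77 x 10^8 /mL, 4 h), plated overnight at 37 C, loaded 45 min with FluxOr dye plus Red40 quencher. Thallium flux rate constant from kinetic reads after stimulation buffer, normalised to controls.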
ELG1 DNA repair: inhibitors of ELG1-dependent DNA repair in HEK293T cells | HEK293T ELG1-luciferase reporter, luminescence, 16 h; DNA damage induced by 5-fluorouridine | Potency, µM (highest dose often 46.1 µM), for the others: at the top dose activity change, negative = inhibition, hits mostly inhibitors | 330,000 tested, 2.3% active | AID 504467; further: potency means the concentration at half of the fitted maximal effect; on the % scale 0 is the no-effect control and ±100 the full control effect; nearly all actives have a fitted effect of over 55% in size
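Luminescence from the luciferase reporter, measured 30 min after ONE-Glo reagent at room temperature, was the read-out. Beforehand, 2,000 cells per well were exposed for 16 hr at 37 °C to 5-fluorouridine together with compound or vehicle.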
Rab9 promoter act: Rab9 promoter activation. Huh7 Rab9 promoter-luciferase reporter, luminescence, 24 h. Potency, µM (doses to about 9.22 µM), for inactives: at the top dose activation, negative = inhibition, most hits filed as activators. 320,000 tested, 2.8% active; further: potency means the concentration at half of the fitted maximal effect; % of control where 0% means no effect; nearly all actives have a fitted effect of over 60% in size
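Stable Rab9-luc Huh7, 1500 cells/well, 2 h settle; cmpd in DMSO, 24 h, 37 °C/5% CO2; luciferase reagent 10 min RT; luminescence.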
RORg inh: inhibitors of mouse ROR gamma transcriptional activity; P51450; Drosophila S2 Gal4-RORgamma UAS-luciferase reporter, 20 h; Potency, µM (doses to about 53.6 µM), inactives show at the highest dose activity change, negative = inhibition, most hits filed as inhibitors; 310,000 tested, 5.4% active; AID 2551; further: potency means the concentration at half of the fitted maximal effect; on the % scale 0 is the no-effect control and ±100 the full control effect; nearly all actives have a fitted effect of over 60% in size
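Stable Schneider cell line, Gal4 DNA-binding domain fused to ROR gamma, UAS-luciferase. Cmpd 1 hr RT → CuSO4 700 uM final → 20 hr RT → luciferase reagent 10 min → luminescence.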
VP16 counter: Gal4-VP16 reporter inhibition counter-screen. Drosophila S2 Gal4-VP16 UAS-luciferase, luminescence, 20 h. Potency, µM (highest dose often 53.6 µM), for the others: top-dose activity, negative = inhibition, hits mostly inhibitors. 310,000 tested, 3.5% active. AID 2546;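 further: Gal4-VP16 expression switched on by copper sulfate through the metallothionein promoter; potency means the concentration at half of the fitted maximal effect; on the % scale 0 is the no-effect control and ±100 the full control effect; nearly all actives have a fitted effect of over 50% in size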
MBNL1-CUG inh: inhibitors of human MBNL1 binding to CUG repeat RNA | TR-FRET MBNL1-His/biotin-(CUG)12 binding, 665/545 ratio | Q9NR56 | AID 2675 | Potency, µM (doses to about 57.5 µM), for the others: at the highest dose activity change, negative = inhibition, usual class: inhibitors | 280,000 tested, 0.036% active; active means well fitted inhibition curve with a large enough effect in the signal ratio, with a control signal flat, not every such curve was filed as active; inconclusive means small, poorly fitted or top-dose-only effect, or effect the other way, or a change in a side signal; inactive means no such curve, though single readings can be large or run the other way; the % refers to the signal ratio; further: potency means the concentration at half of the fitted maximal effect; on the % scale 0 is the no-effect control and ±100 the full control effect
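Compound titration spanned 92 nM–58 uM against the MBNL1-His/biotin-(CUG)12 complex. After 60 min at room temperature with 5 nM streptavidin-XL665 and 0.055 ng/ul terbium anti-His, ratiometric 665/545 nm emission (Ex 340 nm) normalized to controls.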
PKM2 activator: increases activity of human pyruvate kinase M2 | P14618 | Potency, µM (highest dose often 57.5 µM), without a hit: at the top dose activation, hits mostly activators | purified PKM2, Kinase-Glo ATP luminescence, activation; response scale: 0% is enzyme alone, no compound | 260,000 tested, 0.34% active | AID 1631; further: potency means the concentration at half of the fitted maximal effect; on the % scale 0 is the no-effect control and ±100 the full control effect; nearly all actives have a fitted effect of over 55% in size
Target sequence (P14618 whole entry, looked up): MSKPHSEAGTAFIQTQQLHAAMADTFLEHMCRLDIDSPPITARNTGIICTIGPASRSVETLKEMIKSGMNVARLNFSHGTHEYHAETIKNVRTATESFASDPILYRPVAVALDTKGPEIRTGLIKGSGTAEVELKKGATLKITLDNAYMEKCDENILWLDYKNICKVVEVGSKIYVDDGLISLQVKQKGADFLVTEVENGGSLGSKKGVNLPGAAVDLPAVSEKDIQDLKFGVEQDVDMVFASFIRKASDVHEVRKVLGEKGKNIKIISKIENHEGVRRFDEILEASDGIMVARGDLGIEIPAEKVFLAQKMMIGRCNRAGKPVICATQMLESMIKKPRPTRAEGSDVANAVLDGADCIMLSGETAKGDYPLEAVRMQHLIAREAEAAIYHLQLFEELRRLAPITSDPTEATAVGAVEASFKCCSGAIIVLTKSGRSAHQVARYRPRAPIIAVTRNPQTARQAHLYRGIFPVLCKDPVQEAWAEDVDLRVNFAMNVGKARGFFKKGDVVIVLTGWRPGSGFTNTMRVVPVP
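hPK-M2, >95% pure; 0.1 mM ADP / 0.5 mM PEP final; imidazole pH7.2 buffer w/ 7 mM MgCl2, 50 mM KCl; 1 h RT; Kinase-Glo lum. Intermediate enzyme activity for dual inhibitor/activator qHTS.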
Menin MLL FP TR: inhibitors of human menin-MLL interaction, mutant MLL peptide | Menin + Texas Red MLL mutant peptide, fluorescence polarization | O00255 | 270,000 tested, 0.23% active | AID 1768 | Potency, µM (titrated, usually from 61.6 µM), for the others: at the highest dose FP activity change, negative = inhibition, actives largely listed as inhibitors; active means well fitted inhibition curve with a large enough effect in the polarisation, with a control signal flat, not every such curve was filed as active; inconclusive means small, poorly fitted or top-dose-only effect, or effect the other way, or a change in a side signal; inactive means no such curve, though single readings can be large or run the other way; the % refers to the polarisation; further: potency means the concentration at half of the fitted maximal effect; % of control where 0% means no effect; many of its hits are not listed in these tables
Target sequence (O00255 whole entry, looked up): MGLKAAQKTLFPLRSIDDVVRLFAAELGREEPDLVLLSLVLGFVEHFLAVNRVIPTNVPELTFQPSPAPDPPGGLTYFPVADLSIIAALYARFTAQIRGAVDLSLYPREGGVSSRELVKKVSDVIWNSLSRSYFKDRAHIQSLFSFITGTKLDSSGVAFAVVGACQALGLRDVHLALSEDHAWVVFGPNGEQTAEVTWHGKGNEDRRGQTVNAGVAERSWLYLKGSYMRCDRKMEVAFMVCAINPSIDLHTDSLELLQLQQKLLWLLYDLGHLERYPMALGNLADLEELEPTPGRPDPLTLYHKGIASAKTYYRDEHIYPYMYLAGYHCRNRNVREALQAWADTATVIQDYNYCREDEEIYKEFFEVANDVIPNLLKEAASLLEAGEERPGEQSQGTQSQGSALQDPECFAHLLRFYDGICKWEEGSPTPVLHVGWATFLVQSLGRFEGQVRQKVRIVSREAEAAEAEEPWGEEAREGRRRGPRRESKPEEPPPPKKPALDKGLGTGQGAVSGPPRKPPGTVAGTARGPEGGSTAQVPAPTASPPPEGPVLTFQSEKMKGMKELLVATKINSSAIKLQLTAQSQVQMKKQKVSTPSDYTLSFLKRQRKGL
An asterisk follows results filed as active; ? = inconclusive; . = no result given; [ ] = dose if it differs, or a comment. Unless noted, the call rests on the fitted dose curve; in most records, active means well fitted curve in the direction sought with a large enough effect; inconclusive means small, poorly fitted or top-dose-only effect, or another doubt; inactive means no such curve, though single readings can be large; an effect the other way counts as inactive or inconclusive. These rows are one share of the data (hit frequency here may not be typical).

compound	NPC1 prom act	Mito fusion yeast	FLuc modulator	KCNH2 3.1 block	ELG1 DNA repair	Rab9 promoter act	RORg inh	VP16 counter	MBNL1-CUG inh	PKM2 activator	Menin MLL FP TR
O=C(CSc1ccccc1)Nc1ccc2c(c1)C(=O)NC2=O	0%	9%	-17%	-16	15%	-8%	-3%	-5%	?	-9%	10%
CCCC(=O)Nc1ccc2nn(-c3ccc(OC)cc3)nc2c1	?	2%	5.4µM*	-1	?	2µM*	-8%[1.91 µM]	-14%	37%[activator]	1%	22%
CCOP(=O)(OCC)/C(C#N)=C/c1cc(OC)ccc1OC	-1%	13%	-1%	-1	11%	-2%	-4%	-11%	6%	-30%	-10%
CC1=C(C(=O)Nc2ccc(C)cc2C)C(c2ccc(C)o2)NC(=S)N1 (stereo unspecified)	-3%	-18%	7%	34	0%	-5%	-3%[10 µM]	1%	.	0%	-9%
O=C(NCC1CCCCC1)c1cccnc1Cl	2%	3%	3%	18	2%	0%	1%	-6%	-3%	.	12%
CCCC(=O)N(c1ccc2oc(C)c(C(C)=O)c2c1)S(=O)(=O)c1ccc(C)c([N+](=O)[O-])c1	-1%	-2%	3%	-38	?	-2%	?	?	.	-10%	-11%
Cn1ccnc1SCC(=O)c1ccc(O)cc1	24%	0%	-18%	-7	?	?	11%	29%	.	-3%	.
Cc1ccc(S(=O)(=O)N2CCOCC2)cc1NC(=O)CN1CCN(C)CC1	-1%	-1%	1%	-4	19%	-2%	.	.	.	.	.
COc1ccc(-c2nc(-c3ccc(Br)cc3)no2)c(OC)c1	.	13%	1.2µM*	0	.	.	-37%	-7%	-3%	-2%	-18%
CC(Sc1nc(NCc2ccccc2)nc(N(C)C)n1)C(=O)Nc1ccccc1 (stereo unspecified)	-7%	9%	4%	-18	?	-4%	42%	-9%	5%	21%	-20%
CC(C)[C@H](NC(=O)c1ccccc1F)C(=O)Nc1ccc(F)c(F)c1	-1%	6%	-1%	-16	21%	-1%[1.84 µM]	20%	7%	-4%	.	10%
COc1ccc(CCN(C)C/C=C/c2ccccc2[N+](=O)[O-])cc1OC	-3%	-3%	2%	-33	-20%	-2%	11%	-7%	?	-2%	-17%

compound	NPC1 prom act	Mito fusion yeast	FLuc modulator	KCNH2 3.1 block	ELG1 DNA repair	Rab9 promoter act	RORg inh	VP16 counter	MBNL1-CUG inh	PKM2 activator	Menin MLL FP TR
O=C(CN1CCN(c2ccccn2)CC1)Nc1cccc(Br)c1	-3%	17%	-5%	-4	1%	-12%	28%	6%	3%	.	-8%
CC(C)C(=O)NC(=S)Nc1ccc(S(=O)(=O)Nc2nccs2)cc1	-1%	-3%	2%	-8	?	-4%	8%	23%	0%	3%	23%
O=C(Nc1ccc(Cl)c(Cl)c1)Nc1ccccc1NS(=O)(=O)c1cccs1	0%	-21%	?	-5	-11%	-5%	?	-8%	-2%	1%	?
COC(=O)c1ccccc1NC(=O)CN1CCCCCC1	-3%	-2%	2%	13	-3%	4%	10%[1.91 µM]	6%	-1%	-3%	-7%
CCOc1ccc(C(=O)NCC(=O)N2CCC(C)CC2)cc1OCC	1%	0%	0%	-10	14%	1%	19%	3%	4%	.	1%
COC(=O)c1[nH]c2ccc(F)cc2c1NC(=O)CCN1CC(C)OC(C)C1 (stereo unspecified)	12%	9%	1%	11	-1%	2%	8%	2%	-1%	14%	-5%
N#Cc1ccccc1OCCOCCNC1CCCC1	-1%	-2%	0%	-15	0%	-2%	-7%	-2%	-4%	5%	-1%
CN(CC(=O)Nc1cccc(F)c1)CC(=O)Nc1cc(S(=O)(=O)N2CCOCC2)ccc1Cl	-5%	-5%	1%	-4	?	-8%	.	.	.	.	.
CCN(CC)c1ccc(C(=O)O)cc1	0%	5%	5%	-3	3%	-4%	-2%	5%	-2%	0%	12%
COC(=O)[C@]1(Cc2ccccc2)N[C@H](c2ccc(-c3ccc(F)cc3)cc2)[C@@H]2C(=O)N(C)C(=O)[C@@H]21	2%	?	3%	-1	-29%	-3%	.	.	.	.	.
CC1=NN(c2nc(-c3ccc(C)cc3)cs2)C(=O)C1N=Nc1ccc2ccccc2c1 (stereo unspecified)	18%	-3%	?	14	0%	-5%	-29%	5%[0.365 µM]	-10%	-8%	?
COc1ccc(/C=C/C(=O)Nc2ccc(S(=O)(=O)Nc3cc(C)nc(C)n3)cc2)cc1OC	-1%	-3%	3%	-19	3%	-2%	27%	5%	25%	0%	-28%

compound	NPC1 prom act	Mito fusion yeast	FLuc modulator	KCNH2 3.1 block	ELG1 DNA repair	Rab9 promoter act	RORg inh	VP16 counter	MBNL1-CUG inh	PKM2 activator	Menin MLL FP TR
CC(Oc1cccc(F)c1)c1ccnc2nc(/N=C/N(C)C)nn12 (stereo unspecified)	2%	0%	-3%	11	-8%	-3%	7%	13%	-4%	-14%	-3%
CCOc1ccccc1CN1CCC(N2CCOCC2)CC1	3%	4%	0%	-21	-5%	-7%	3%	3%	1%	.	-8%
COc1cccc(OC)c1CC1SC(=O)NC1=O (stereo unspecified)	7%	3%	-16%	.	?	14%	28%	7%	-20%	2%	0%
COC(=O)CNC(=O)c1c(C)cc(=O)oc1C	.	1%	0%	11	.	.	0%	1%	-12%	-1%	17%
COc1ccccc1-c1nc(C#N)c(N2CCC(Cc3ccccc3)CC2)o1	5%	?	-15%	-13	-16%	1%	-10%	-2%	-6%	-22%	12%
O=C1CS/C(=N/N=C\c2ccn[nH]2)N1	2%	-5%	-14%	-1	-16%	1%	10µM*	?	-8%	-1%	.
COC(=O)CC1SC(=O)NC1=Nc1ccc(OC)cc1 (stereo unspecified)	13%	-1%	-2%	14	9%	-1%	15%	1%	-15%	0%	0%
COc1ccccc1CNC(=O)C1CCC(CNc2c(N3CCOCC3)c(=O)c2=O)CC1 (stereo unspecified)	-6%	-5%	0%	17	?	-4%	1%	-4%	6%	2%	13%
Cc1ccc(S(=O)(=O)Nc2ccccc2C(=O)NCc2cccnc2)cc1	0%	0%	-2%	-9	16%	4%	-5%	-8%	-3%	-7%	?
NC(=O)c1nsc(C(=O)N(Cc2ccc(F)cc2)C(C(=O)NC2CCCC2)c2ccco2)c1N (stereo unspecified)	2%	-1%	0%	6	0%	-9%	20%	-1%	13%	3%	-8%
O=C(CCc1nc(-c2ccccc2)no1)Nc1cccnc1	0%	5%	0%	18	5%	0%	22%	5%	-4%	-3%	-11%
CCn1c(SCC(=O)Nc2sc(C)c(C)c2C#N)nnc1C(C)C	-1%	0%	-1%	14	0%	-5%	-5%	-8%	-5%	1%	-8%

compound	NPC1 prom act	Mito fusion yeast	FLuc modulator	KCNH2 3.1 block	ELG1 DNA repair	Rab9 promoter act	RORg inh	VP16 counter	MBNL1-CUG inh	PKM2 activator	Menin MLL FP TR
CCCC(C)NC(=O)CSCc1ccc(OC)cc1 (stereo unspecified)	-3%	3%	-2%	-18	2%	-11%	28%	5%	2%	-1%	-6%
Cc1ccccc1NC(=O)NCCCN1CCN(C2CCCCC2)CC1	0%	-5%	3%	-7	8%	1%	-16%	5%	-8%	0%	8%
O=C1c2ccccc2C(Nc2cccnc2)N1Cc1ccccc1 (stereo unspecified)	-4%	0%	-1%	9	12%	2%	-15%	12%	-1%	-3%	-6%
COc1ccc(NC(=S)N2CCN(S(=O)(=O)c3ccc(F)cc3)CC2)cc1	0%	-1%	4%	14	11%	-2%	-7%	-8%	3%	21%	.
CCOC(=O)CCc1nn(C)c(=O)c2ccccc12	-2%	-4%	3%	4	7%	-7%	-4%	0%	-16%	2%	-4%
CCOC(=O)c1ccc(NC(=O)Cn2c(-c3nonc3N)nc3ccccc32)cc1	-3%	1%	-1%	-8	?	-7%	-32%	-6%	-1%	19%	-3%
O=C(CC1Sc2ccccc2NC1=O)c1ccc(Br)cc1 (stereo unspecified)	29%	8%	?	-7	?	30%	43%	-8%	-16%	19%	0%
CCCNS(=O)(=O)c1ccc(NC(=O)c2ccccn2)cc1	5%	-8%	?	-27	?	17%	-4%	?	3%	-4%	3%
